# Screening data (PubChem BioAssay)
# STK33 inh = blocks human STK33 kinase activity. Q9BYT3. purified STK33, MBP phosphorylation, ADP-Glo luminescence. inhibition, % at 10 µM. actives 0.073% (n = 320,000). AID 2661;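 active means inhibition at or above 25%, using the most active replicate where run in duplicate; inactive means inhibition below 25%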
# Target sequence (Q9BYT3 whole entry, looked up): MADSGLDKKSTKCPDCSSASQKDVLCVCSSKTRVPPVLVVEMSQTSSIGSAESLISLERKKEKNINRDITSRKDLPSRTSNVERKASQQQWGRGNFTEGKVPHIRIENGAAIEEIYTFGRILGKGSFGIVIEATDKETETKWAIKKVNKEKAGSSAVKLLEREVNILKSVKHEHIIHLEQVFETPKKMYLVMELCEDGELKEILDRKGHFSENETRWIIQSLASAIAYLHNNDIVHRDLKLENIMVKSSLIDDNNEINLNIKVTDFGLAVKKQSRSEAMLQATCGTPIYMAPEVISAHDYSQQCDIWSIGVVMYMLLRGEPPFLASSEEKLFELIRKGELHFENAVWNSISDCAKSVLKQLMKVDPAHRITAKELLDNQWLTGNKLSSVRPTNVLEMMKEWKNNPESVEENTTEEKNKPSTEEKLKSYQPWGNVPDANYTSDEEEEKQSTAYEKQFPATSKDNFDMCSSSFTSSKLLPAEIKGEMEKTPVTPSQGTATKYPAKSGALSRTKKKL
# Kir21 block = Kir2.1 (mouse) channel inhibition; P35561; HEK293-Kir2.1, FluxOR thallium flux fluorescence; hits give low values; B-score at 10 µM; actives 0.85% (n = 310,000); AID 1672;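 active means fluorescence ratio B-score at or below minus 3 SD of library scores, with starting-brightness B-score within 2 SD, cut at about -4.2 in these data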;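 further: channel flux triggered by added potassium and thallium sulfate stimulus; B-score of peak minus minimum fluorescence over baseline after thallium stimulus; more negative B-score means stronger Kir2.1 block with less thallium influx; some compounds called inactive have numbers as strong as hits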
# Target sequence (P35561 whole entry, looked up): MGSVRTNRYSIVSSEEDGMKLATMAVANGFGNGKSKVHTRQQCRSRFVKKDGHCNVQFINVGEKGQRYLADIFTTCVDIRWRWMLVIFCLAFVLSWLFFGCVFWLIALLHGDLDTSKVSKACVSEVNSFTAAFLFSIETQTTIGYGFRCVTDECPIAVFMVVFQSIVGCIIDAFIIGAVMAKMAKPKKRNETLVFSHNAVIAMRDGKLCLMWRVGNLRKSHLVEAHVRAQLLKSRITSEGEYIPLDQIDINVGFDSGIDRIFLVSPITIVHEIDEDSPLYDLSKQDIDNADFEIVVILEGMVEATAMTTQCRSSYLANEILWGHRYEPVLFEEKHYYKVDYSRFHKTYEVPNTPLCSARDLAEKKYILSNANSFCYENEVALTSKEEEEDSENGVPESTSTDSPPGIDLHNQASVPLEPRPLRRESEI
# KCNQ2 inh = KCNQ2 channel blockers in CHO-K1 cells – cell-based, FluxOR thallium flux, B-score, primary screen (AID 2156) | actives 1.1% (n = 310,000) | O88943 | 20 min; hits give low values | B-score at 10 µM;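 active means fluorescence ratio B-score at most minus 3 library SDs, with starting brightness B-score within 2 library SDs, cut at about -5.5 in these data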
# * hit, by the source's call; i = inactive; · = no result given.
compound	Kir21 block	STK33 inh	KCNQ2 inh
COc1ccc([N+](=O)[O-])cc1NC(=S)NC(NC(=O)Cc1ccc(OC)c(OC)c1)C(Cl)(Cl)Cl (stereo not given)	-0.89	1.3	i
CC(=O)Nc1ccc(S(=O)(=O)Nc2ccc3[nH]c(=O)[nH]c3c2)cc1	-0.84	0.8	i
O=[N+]([O-])c1cc(Br)c(Nc2ccccc2)c([N+](=O)[O-])c1	0.24	0.0	i
C=CCn1c(SCC(=O)c2c(N)n(CCC)c(=O)n(C)c2=O)nc2sc(CC)cc2c1=O	-0.58	-0.1	i
COC(=O)c1c(NC(=O)CC2SC(N)=NC2=O)sc2c1CCCC2 (stereo not given)	0.45	0.6	i
C=CCC1(CC=C)CCCN1C(=O)C1CCC(=O)N(CCc2ccc(Cl)cc2)C1 (stereo not given)	-1	·	-8.2*
O=C(C1COc2ccccc2O1)N1CCN(c2ccc(F)cc2)CC1 (stereo not given)	-0.39	-0.3	i
CCOC(=O)NC(=O)CSc1nc2ccccc2[nH]1	2.5	-0.7	i
Cc1cccc(-c2nnc(SCC#N)n2C)c1	-0.6	0.1	i
COC(=O)c1ccc(COC(=O)c2ccc(CO)cc2)o1	-0.93	-0.2	i
Cc1cccc(C)c1NC(=O)COC(=O)C1Cc2ccccc2CN1C(=O)c1ccccc1 (stereo not given)	-0.06	-1.6	i
Cc1cccn2c(=O)c3cc(C(=O)NCc4cccnc4)c(=N)n(C(C)C)c3nc12	-1.8	-0.8	i
COc1cccc(/C=N/NC(=O)c2[nH]c(C)c(C(=O)N/N=C/c3cccc(OC)c3)c2C)c1	0.54	0.0	i
COCCCNC(=S)Nc1ccc(OC(F)F)cc1C	0.03	2.0	i
COCCNC(=S)N/N=C/c1ccc([N+](=O)[O-])cc1	-0.04	0.9	i
O=C(O)CCCn1cc(NC(=O)COc2cc(F)ccc2[N+](=O)[O-])cn1	3.6	-0.4	i
CCOc1ccc(CNC(=O)c2ccc3nc(N4CCOCC4)sc3c2)cc1	1.5	-0.8	i
COC(=O)Cn1c(CN2CCN(C(=O)c3ccco3)CC2)nc2c1c(=O)n(C)c(=O)n2C	1.3	0.3	i
CC(=O)Nc1ccc(S(=O)(=O)NNC(=O)c2sc(=S)n(C)c2C)cc1	-0.44	-1.0	i
CC(C(=O)NC1C=CS(=O)(=O)C1)N1C(=O)/C(=C/c2cccc(Cl)c2)SC1=S (stereo not given)	-0.32	0.5	i
CN(C)c1nnnn1Cc1ccc(Cl)cc1Cl	0.65	-1.0	i
Cn1c(O)c(/C=C2\C=NN=C2c2ccccc2)sc1=S	0.9	-0.4	i
Cc1cc(C)nc(SCC(=O)Nc2ccc(S(=O)(=O)Nc3onc(C)c3C)cc2)n1	1.1	-0.6	i
COc1ccc(NC(=S)NCc2cccn2C)cc1	0.28	-0.9	i
COC(=O)[C@]1(C)N[C@H](c2ccc(SC3CCCCC3)cc2)[C@@H]2C(=O)N(C)C(=O)[C@@H]21	-0.75	-0.3	i
O=c1nc(N/N=C/c2ccco2)cn[nH]1	-1	0.5	i
Cc1nc(/C(N)=N/OC(=O)c2ccc(Cl)cc2)c(C(F)(F)F)o1	-0.16	-0.3	i
Cc1ccc(N(CC(=O)NCc2ccccc2)C(=O)CCC(=O)Nc2ccccn2)cc1C	-0.59	-0.1	i
Cc1nnc(NC(=O)c2nc(S(=O)(=O)Cc3ccccc3C)ncc2Cl)s1	1.4	-3.1	i
CCn1c(-c2nn(C)cc2Cl)n[nH]c1=S	1.4	0.6	i

# Overlap with the part before: 2 compounds; new compounds follow.
compound	Kir21 block	STK33 inh	KCNQ2 inh
Cc1nnc(NC(=O)c2nc(S(=O)(=O)Cc3ccccc3C)ncc2Cl)s1	1.4	-3.1	i
CCn1c(-c2nn(C)cc2Cl)n[nH]c1=S	1.4	0.6	i
COC(=O)Cn1c(CCS(=O)(=O)c2ccc(C)c(C)c2)nc2ccccc21	-1.4	-1.8	i
CCCCN(Cc1ccccc1)C(=O)CCN1C(=O)C2C3C=CC(C3)C2C1=O (stereo not given)	-0.27	-0.3	i
Cn1cccc1/C=C1\SC(=S)N(NC(=O)c2ccccc2O)C1=O	-0.44	-1.0	i
O=C(NC1CC1)C1=C[C@H](c2c[nH]c3ccccc23)C[C@H](OCCCCO)O1	-0.11	-3.1	i
O=C(COC(=O)c1cc([N+](=O)[O-])ccc1NCc1ccccc1)NCc1ccccc1Cl	0.94	-1.2	i
CCN1C(=O)CC(c2ccccc2)CC1=O	-1.5	0.0	i
Cc1ccc(Cn2nc(C)c(NC(=O)CSc3nc4c(c(C(F)(F)F)n3)CCc3ccccc3-4)c2C)cc1	0.14	0.0	i
CN(C)CCCNC(NC(=O)c1cccs1)C(Cl)(Cl)Cl (stereo not given)	0.02	-2.1	i
O=C(NCCS(=O)(=O)NCc1ccco1)c1ccccc1	-1.9	-0.3	i
COc1cccc(NC(=O)[C@H](C)NC(=O)N2CCn3c2nc2ccccc23)c1	0.5	-0.1	i
CCOC(=O)c1ccc(NC(=O)NCc2ccccc2)cc1	1.1	-0.6	i
N#CC1=C(N)C(C#N)(C#N)[C@H](c2ccncc2)[C@H]2CC3(CC=C12)OCCO3	3.3	0.2	i
O=C1c2ccccc2C(Nc2ccc(Cl)cn2)N1c1ccccn1 (stereo not given)	-0.09	0.6	-6.6*
O=C(Cc1ccc(Cl)cc1)c1c[nH]c(C(=O)NCc2cccnc2)c1	-0.68	-3.0	i
COc1cccc(CNC(=O)c2ccncc2)c1	2.8	-0.7	i
COc1cccc(C(=O)O/N=C(\N)c2ccc(C)cc2)c1	-0.36	1.3	i
COc1ccc(CN2CCCCC2C)cc1C (stereo not given)	2.6	-1.4	i
O=C(CSc1nc2ncc(Cl)cc2[nH]1)Nc1ccccc1-c1ccccc1	-2.1	0.0	i
CCc1ccc2c(c1)C1(C(=O)N2)N2CCCC2C(C(=O)c2ccc3ccccc3c2)C12C(=O)Nc1ccccc12 (stereo not given)	-0.14	-1.9	i
CCN(CC)c1ccc(N2C(=O)/C(=C/c3cccs3)SC2=S)cc1	-0.1	-4.1	i
O=C1c2ccccc2OC2(C=Cc3ccccc3O2)N1Cc1ccccc1 (stereo not given)	0.02	-0.7	-8.3*
Cc1ccc(S(=O)(=O)N[C@H](C(=O)NCC2CCC(C(=O)O)CC2)C(C)C)cc1 (stereo not given in full)	0.01	1.9	i
CC1=C(C(=O)N2CCCC(N3CCN(c4ccccc4C)CC3)C2)OCCO1 (stereo not given)	-0.5	0.0	i
CCOC(=O)c1c(C)n(C)c2ccc(OC(=O)c3ccc(N4C(=O)CCC4=O)cc3)cc12	0.77	-1.6	i
C[C@@H](NC(=O)[C@@H]1Cc2ccccc2CN1)C(=O)NCC1CCCO1 (stereo not given in full)	2.4	0.1	i
Cc1nn(C(C)C(=O)NCCCc2ccccc2)c(=O)c2cc3occc3n12 (stereo not given)	-0.72	-1.3	i
CC(C)(C)C(=O)Nc1ccccc1C(=O)OCC(=O)c1ccc2c(c1)OCCO2	-0.04	2.0	i
CC(=O)NCCC(=O)Nc1nc2ccc(Oc3ccccc3)cc2s1	0.6	0.7	i
CCCC(=O)N1CCN(c2ccc([N+](=O)[O-])c(NC(C)c3ccccc3)c2)CC1 (stereo not given)	1.6	-0.1	i
O=C(CC(=O)N/N=C\c1cccc(Cl)c1Cl)NCc1ccccc1	0.38	-1.4	i

# Single values from above:
# Value of COc1cccc(CNC(=O)c2ccncc2)c1 under STK33 inh: -0.7
# Value of CC1=C(C(=O)N2CCCC(N3CCN(c4ccccc4C)CC3)C2)OCCO1 (stereo not given) under Kir21 block: -0.5
# Value of O=C(CC(=O)N/N=C\c1cccc(Cl)c1Cl)NCc1ccccc1 under Kir21 block: 0.38

# Later entries.
compound	Kir21 block	STK33 inh	KCNQ2 inh
CC(C)OP(=O)(OC(C)C)C(Nc1ccc(C(=O)O)cc1)c1ccccc1 (stereo not given)	-0.48	-0.4	i
OC(COc1c(F)cc(Br)cc1F)CN1CCOCC1 (stereo not given)	-0.4	-1.8	i
COC(=O)c1cc(C(=O)Nc2cc(C)ccn2)cc([N+](=O)[O-])c1	0.17	0.9	i
CC(=O)Nc1sc(C)c(C)c1C(=O)OCC(=O)N(CC(C)C)C1CCS(=O)(=O)C1 (stereo not given)	-1.3	-1.2	i
COc1ccc(-c2ccc(=O)n(CC(=O)Nc3ccc4c(c3)OCCO4)n2)cc1	0.22	0.7	i
Cc1c(CNC(=O)c2c([N+](=O)[O-])cnn2C)cnn1C	-0.99	-0.8	i
CC(=O)N1N=C(c2c(-c3ccccc3)c3cc(Br)ccc3[nH]c2=O)CC1c1ccco1 (stereo not given)	-0.02	1.0	i
COc1ccc(CCNC(=O)Cc2ccc([N+](=O)[O-])cc2)cc1OC	0.03	-0.9	i
CC(=O)c1ccc(OCC(C)C)c(CC(C(N)=O)C(N)=O)c1	0.29	-1.6	i
Cc1[nH][nH]c(=O)c1N=Nc1ccccc1Cl	-0.39	-0.1	i
COc1ccc(C(=O)NC(=S)NNC(=O)c2cnccn2)cc1	0.5	-2.5	i
CC(C)(C)NC(=O)/C(=C/c1ccccc1F)NC(=O)c1ccc([N+](=O)[O-])cc1	-0.43	-0.6	i
CC(=O)/C=C(\C)N=Nc1c(O)[nH]c2ccccc12	2.2	-0.3	i
CC(Sc1nnc(-c2cccnc2)n1C)C(=O)N1CCOCC1 (stereo not given)	-1.1	-0.7	i
CCn1c(C)c(C)c2cc(C(=O)N3CCN(c4cccc(C)c4C)CC3)ccc21	-0.07	-0.2	i
CC1CCc2c(sc3nc(CSc4ncn[nH]4)[nH]c(=O)c23)C1 (stereo not given)	-1.3	0.7	i
O=C1NCC(O)=C1C=NCCO	0.01	-3.5	i
CN1CC[n+]2cnc3ccccc3c21	-0.47	0.2	i
Cc1sc(NC(=O)C2=COCCO2)nc1-c1ccc(Cl)cc1	-0.62	-1.3	i
COc1ccc(S(=O)(=O)N2CCN(c3cc(-c4ccccc4)nc4ncnn34)CC2)cc1	-2.5	1.1	i
COC(=O)Cn1c(CN2CCOCC2)nc2c1c(=O)[nH]c(=O)n2C	-0.93	-0.2	i
CC1CCN(S(=O)(=O)c2ccc3c(c2)N(CC(=O)NCCCN2C(C)CCCC2C)C(=O)CO3)CC1 (stereo not given)	-0.86	0.8	i
C[C@@H]1C=C[C@](Cc2ccccc2)(C(=O)O)N1C(=O)c1ccccc1	-0.78	-1.3	i
COc1cc2ccccc2cc1C(=O)N1CCN(c2ccccn2)CC1	0.63	0.0	i
O=C(NCCSCc1ccccc1)c1ccc(Cl)c(S(=O)(=O)N2CCOCC2)c1	0.88	-0.9	i
COC(=O)c1cccnc1-n1c(=O)c2cccnc2n(Cc2ccc([N+](=O)[O-])cc2)c1=O	0.51	-0.7	i
Cc1cc(C(=O)Nc2ccc([N+](=O)[O-])cn2)cs1	-0.32	-1.8	i
COc1cc(CNc2ccc3[nH]c(=O)[nH]c3c2)cc(Br)c1OCc1ccccc1F	2.7	-0.6	i
OC(CN1CCCCC1)Cn1c(C(F)(F)F)nc2ccccc21 (stereo not given)	0.12	-0.5	i
CC1=NN(C(=O)CSCc2ccccc2)C(O)(c2ccccc2)C1 (stereo not given)	0.45	0.3	i

# Looked up by compound from the entries so far:
compound	Kir21 block	STK33 inh	KCNQ2 inh
Cc1sc(NC(=O)C2=COCCO2)nc1-c1ccc(Cl)cc1	-0.62	-1.3	i
CC(=O)c1ccc(OCC(C)C)c(CC(C(N)=O)C(N)=O)c1	0.29	-1.6	i
CC(=O)Nc1sc(C)c(C)c1C(=O)OCC(=O)N(CC(C)C)C1CCS(=O)(=O)C1 (stereo not given)	-1.3	-1.2	i

# Following part.
compound	Kir21 block	STK33 inh	KCNQ2 inh
Cc1ccc(CNC(=O)CCCNC(=O)c2ccc(Cl)cc2)n1C	0.32	0.1	i
Cc1cccc(C(=O)NCCNC(=O)c2cnccn2)c1	-1.2	-0.8	i
COC(=O)c1scc2c(=O)cc(C(F)(F)F)[nH]c12	-0.62	-2.0	i
Clc1nc(CN2CCCCC2)nc2sc3c(c12)CCCC3	-1.1	-0.4	i
CCc1ccc(NC(=O)c2cc(-c3ccc(OC)cc3)on2)cc1	-0.8	1.2	i
Cc1ccc(C)c(N2CCN(Cc3nnnn3C3CCCCC3)CC2)c1	-1.4	-8.3	i
NS(=O)(=O)c1cccc(NC(=O)CCCNC(=O)c2ccc(Cl)cc2)c1	0.8	1.9	i
CCOC(=O)c1nc2sc3c(c2c(=O)n1C(C)C(=O)OCC)CCCC3 (stereo not given)	-0.1	-0.5	i
Cc1cc(C)c(S(=O)(=O)Cc2ccc(Cl)cc2)c(=O)[nH]1	-0.05	-1.5	i
CCOC(=O)C1C(=O)CC(C)(O)C(C(=O)OCC)C1c1ccc2c(c1)OCO2 (stereo not given)	2.9	-0.9	i
COc1ccc(N2CC(C(=O)NCc3nnnn3-c3ccc(C)c(C)c3)CC2=O)cc1 (stereo not given)	0.14	1.2	i
COc1ccc(CCC(=O)NC2CCC(C)CC2)cc1 (stereo not given)	1.8	-1.0	i
N=c1occ(C(=O)c2cc(F)ccc2O)cc1C(=O)NC1CCCCC1	-0.48	-0.4	i
Nc1cc(=O)[nH]c(SCC(=O)Nc2ccc(Br)cc2)n1	-0.44	0.5	i
COc1ccccc1NC(c1cccnc1)c1ccc2cccnc2c1O (stereo not given)	-1.4	-0.9	i
CCOc1ccccc1C(=O)NCC(=O)NCC(c1ccco1)N1CCCCC1 (stereo not given)	-1.2	-0.6	i
